# rTrxR1 inhibitor: inhibitors of rat thioredoxin reductase 1; O89049; recombinant rTrxR1, NADPH fluorescence consumption, selenite substrate; Potency, µM (titrated, usually from 114 µM), without a hit: at the highest dose activity change, negative = inhibition, actives largely listed as inhibitors; 390,000 compounds, 1% hits; AID 588453; also: % is scaled to controls: 0 for no effect and ±100 for the full control effect; nearly all actives have a fitted effect of over 65% in size
#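 Rat TrxR1 (90 nM in the dispensed reagent) was pre-reduced with 400 uM NADPH for 5 min at room temperature, then incubated with compound for 15 min. After 400 uM selenite was added, NADPH fluorescence (Ex 340/Em 450 nm) was followed for 8 min.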
# PGK inhibitor: T. brucei PGK inhibition | P07378 | PGK/GAPDH coupled, Kinase-Glo luminescence, 60 min | Potency, µM (titrated, usually from 57.5 µM), for inactives: at the top dose activity change, negative = inhibition, usual class: inhibitors | 380,000 compounds, 0.043% hits | AID 602233; also: % is scaled to controls: 0 for no effect and ±100 for the full control effect; nearly all actives have a fitted effect of over 60% in size
#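 Luminescent ATP detection (Kinase-Glo Plus) follows a 60-minute room-temperature incubation, with wells lacking PGK as controls. Buffer: 100 mM TEA (pH 7.6), 5 mM MgCl2, 0.01% Tween-20. Coupling enzyme GAPDH (100 nM final) supplies unstable 1,3-BPG in-well.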
# Pin1 inhibitor: inhibitors of human Pin1. Q13526. Pin1 FP peptide displacement, HiFluor488, 10 min. Potency, µM (top dose mostly 115 µM), for inactives: at the highest dose activity, negative = inhibition, hits mostly inhibitors. 390,000 compounds, 0.009% hits; active = well fitted inhibition curve with a large enough effect in the polarisation, with a control signal flat, not every such curve was filed as active; inconclusive = small, poorly fitted or top-dose-only effect, or effect the other way, or a change in a side signal; inactive = no such curve, though single readings can be large or run the other way; the % refers to the polarisation; also: % is scaled to controls: 0 for no effect and ±100 for the full control effect
# GLS inh: blocks human kidney-isoform glutaminase activity | GLS enzymatic activity, qHTS titration | AID 624170 | Potency, µM (titrated, usually from 45.5 µM), for the others: at the top dose activity change, negative = inhibition, usual class: inhibitors | O94925 | 410,000 compounds, 0.21% hits; also: % is scaled to controls: 0 for no effect and ±100 for the full control effect
#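 hKGA in 45 mM KH2PO4 (pH 8.2), 0.02% Tween-20 with compound, then 1mM L-Glutamine (stock as added) plus glutamate oxidase/HRP/Amplex red coupling mix. Fluorescence read initially and after 30 min at RT; signal change reflects glutamate formation.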
# ALOX12 inh: blocks human arachidonate 12S-lipoxygenase; P18054; purified 12hLO, xylenol orange hydroperoxide absorbance; Potency, µM (top dose mostly 108 µM), for the others: at the highest dose activity change, negative = inhibition, actives largely listed as inhibitors; 580,000 compounds, 1.1% hits; also: % is scaled to controls: 0 for no effect and ±100 for the full control effect
#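 Purified human 12hLO at 150 nM in 25 mM Hepes, 0.01% Triton X-100, pH 7.0, preincubated 15 min at room temperature with compound. Reaction started with 40 uM arachidonic acid, 30 min at room temperature. Hydroperoxide measured by Fe-xylenol orange, 573/405 nm absorbance ratio.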
# JMJD2A Tudor: blocks the human JMJD2A Tudor domain; AlphaScreen JMJD2A-Tudor / H3K4me3 peptide binding; Potency, µM (top dose mostly 114 µM), inactives show at the highest dose activity change, negative = inhibition, usual class: inhibitors; 390,000 compounds, 4.4% hits; also: % is scaled to controls: 0 for no effect and ±100 for the full control effect; nearly all actives have a fitted effect of over 50% in size
# Target sequence (O75164 whole entry, looked up, the tested form may be a part): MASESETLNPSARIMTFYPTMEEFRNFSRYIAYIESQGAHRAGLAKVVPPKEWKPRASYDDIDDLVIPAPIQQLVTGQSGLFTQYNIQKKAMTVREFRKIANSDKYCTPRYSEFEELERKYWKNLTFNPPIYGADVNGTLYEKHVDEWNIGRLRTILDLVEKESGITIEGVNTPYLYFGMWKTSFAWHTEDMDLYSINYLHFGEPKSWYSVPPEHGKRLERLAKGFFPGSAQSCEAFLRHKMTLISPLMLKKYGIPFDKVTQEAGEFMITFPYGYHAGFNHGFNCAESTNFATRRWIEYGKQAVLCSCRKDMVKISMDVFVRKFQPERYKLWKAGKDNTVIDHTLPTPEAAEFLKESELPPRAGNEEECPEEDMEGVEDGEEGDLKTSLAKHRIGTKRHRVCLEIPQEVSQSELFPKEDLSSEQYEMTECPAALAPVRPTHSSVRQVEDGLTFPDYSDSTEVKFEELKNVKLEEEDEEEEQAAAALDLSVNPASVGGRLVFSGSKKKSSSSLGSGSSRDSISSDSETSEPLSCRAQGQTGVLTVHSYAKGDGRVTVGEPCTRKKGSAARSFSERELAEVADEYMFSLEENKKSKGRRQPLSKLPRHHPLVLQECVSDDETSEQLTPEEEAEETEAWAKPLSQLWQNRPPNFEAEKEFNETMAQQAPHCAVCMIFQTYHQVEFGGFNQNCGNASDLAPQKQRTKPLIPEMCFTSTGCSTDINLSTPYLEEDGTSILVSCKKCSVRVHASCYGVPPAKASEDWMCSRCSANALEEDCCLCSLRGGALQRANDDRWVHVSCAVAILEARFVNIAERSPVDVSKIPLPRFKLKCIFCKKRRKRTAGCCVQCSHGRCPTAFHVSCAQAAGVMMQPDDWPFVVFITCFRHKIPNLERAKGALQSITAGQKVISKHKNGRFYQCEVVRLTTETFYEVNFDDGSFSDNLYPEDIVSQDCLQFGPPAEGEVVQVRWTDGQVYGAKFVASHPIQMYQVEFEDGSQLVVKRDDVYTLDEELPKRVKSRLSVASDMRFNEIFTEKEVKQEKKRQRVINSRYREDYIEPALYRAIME
# ERG-DNA inh: blocks human ERG Ets domain binding to DNA. P11308. fluorescence polarization, His-ERG Ets domain / labelled DNA. Potency, µM (top dose mostly 76.9 µM), inactives show top-dose FP activity, negative = inhibition, hits mostly inhibitors. 370,000 compounds, 0.028% hits. AID 624246; active = well fitted inhibition curve with a large enough effect in the polarisation, with a control signal flat; inconclusive = small, poorly fitted or top-dose-only effect, or effect the other way, or a change in a side signal; inactive = no such curve, though single readings can be large or run the other way; the % refers to the polarisation;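 also: polarization taken with two DNA probes labelled with fluorescein and Texas red; % of control where 0% means no effect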
#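 His-tagged ERG Ets domain (1 uM in the protein solution; 300mM KCl, 50mM Tris-HCl, 1mM EDTA, 1mM DTT, pH 7.5) received compound, then a probe mix of 5 nM fluorescein-DNA and 100nM Texas-615-DNA. Fluorescence polarization was read for both dyes.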
# RGS4 inhibitor: human RGS4 inhibition. P49798. Transcreener GDP fluorescence polarization, RGS4-accelerated GTP hydrolysis. Potency, µM (titrated, usually from 114 µM), inactives show at the top dose activity change, negative = inhibition, most hits filed as inhibitors. 390,000 compounds, 0.039% hits; also: % is scaled to controls: 0 for no effect and ±100 for the full control effect; nearly all actives have a fitted effect of over 75% in size; some results filed as inactive show a strong effect at the top dose
#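 MLSMR compounds (23 nl, pin-transferred) preincubated 10 min at room temperature with a 500nM (2x) first reagent, then RGS4 at 900nM (2x) plus Transcreener GDP mix added; fluorescence polarization (620/688 nm) read before and after 90 min at 30 °C.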
# HP1b binding inh: blocks HP1-beta chromodomain binding to methylated histone tails; P83916; AlphaScreen HP1-beta / biotin-H3K9me3 peptide binding; Potency, µM (series often up to 114 µM), without a hit: at the top dose activity change, negative = inhibition, most hits filed as inhibitors; 390,000 compounds, 0.56% hits; AID 540317; also: nearly all actives have a fitted effect of over 70% in size; inactives centre near 23
#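 HP1-beta protein (50 nM final) preincubated 30 min at room temperature with biotinylated H3(1-18)K9me3 peptide (50 nM) in PBS pH 7.4, 0.01% Tween-20, then compound added for 30 min. AlphaScreen streptavidin donor/nickel chelate acceptor beads (10 ug/mL final), 30 min dark, luminescence read.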
# Active calls of the source: *; i = inactive; u = inconclusive; x = not tested or not shown; & = joins results of further samples; [ ] = dose if it differs, or a comment. Unless noted, calls follow the shape of the dose curve; as a rule, active = well fitted curve in the direction sought with a large enough effect; inconclusive = small, poorly fitted or top-dose-only effect, or another doubt; inactive = no such curve, though single readings can be large; an effect the other way counts as inactive or inconclusive. Potency is read from the fitted curve at half-maximal effect. This is a subset (hit frequency here may not be typical).
SMILES,rTrxR1 inhibitor,PGK inhibitor,Pin1 inhibitor,GLS inh,ALOX12 inh,JMJD2A Tudor,ERG-DNA inh,RGS4 inhibitor,HP1b binding inh
CC(=O)Nc1ccc(C(=O)COC(=O)c2ccco2)c(F)c1,14%,-9%,-1%,-6%,-30%,-10%,-16%,3%,49%[activator]
O=C(COC(=O)COc1ccccc1)NCCC1=CCCCC1,23%,i,-5%,2%,-3%,-6%,12%,-16%,34%
Cc1nc(-c2cccc(F)c2)sc1CCNC(=O)c1c(F)cccc1Cl,1%[57.1 µM],6%,-8%,11%,-12%,-17%,6%,-27%,17%[57 µM]
COc1ccc2c(c1)N1CCN=C1N2C,14%[57.1 µM],-2%,6%,24%,11%,-2%,-2%,-47%,21%
CC1CCCCN1C(=O)COC(=O)c1cccc(NS(=O)(=O)c2ccccc2)c1 (centres undefined),4%[57.1 µM],-3%,4%,-1%,10%,-10%,-2%,-18%,16%
CC1(C)Oc2ccc3ccc(=O)oc3c2[C@H](O)[C@H]1O,5%[57.1 µM],-7%,-1%,-3%,12%,-4%,5%,-5%,57%[activator]
Cc1ccc(NN2C(=O)C=CC2=O)cc1,7%,3%,-8%,1%,2%,-1%,20%,-5%,34%
O=C(NCCOc1ccccc1F)c1ccccc1SCc1ccc(F)cc1,-3%,i,-4%,-2%,-25%,23%,7%,8%,76%[activator]
Clc1ccc(CCNc2nc3ccccc3n3nnnc23)cc1,18%,-4%,3%,0%,24%[57.4 µM],-13%,-5%,9%,19%
CCc1ccc(NC(=O)c2cnc3scc(C)n3c2=O)cc1,44%[activator],i,-1%,3%,-2%,-12%,9%,-15%,40%[activator]
Cc1ccc(CNC(=O)c2cc3c(s2)CS(=O)(=O)C3)cc1,20%[57.1 µM],-1%,2%,0%,-15%,-20%,12%,-3%[56.9 µM],42%[activator]
CC(=O)Nc1cccc(NC(=O)CSc2nccn2Cc2ccco2)c1,-7%,-11%&-1%,16%&-3%,4%&-3%,349%&-20%[activator],-20%&-10%,8%&-1%,0%&-17%,7%
Cc1ccc(CNC(=O)C2CCCN(c3nnc(-n4c(C)ccc4C)s3)C2)cc1 (centres undefined),-25%,x,-5%,-10%,-10%,-27%,3%,-1%,-2%
CCOc1ccccc1Oc1ncnc2c1oc1ccccc12,2%[57.1 µM],i,-6%,-12%,-3%,19%,4%,-1%,75%[activator]
CCc1ccc(-n2c(=O)c3sc4ccccc4c3n(CC(=O)NC3CCCCC3)c2=O)cc1,18%,3%,-2%,-1%,-11%,-14%,2%,9%,16%
CCCCOc1ccc(N=Cc2cccs2)cc1,38%,-2%,-13%,-17%,9%,-33%,7%,1%,-14%
COc1ccc(-n2c(SCC(=O)Nc3nc(C)cs3)nnc2-c2ccoc2C)cc1,-5%,10%,-2%,-9%,1%,-28%,-6%,-10%,-3%
O=C(Cc1ccc(Cl)cc1Cl)OCC(=O)N1CCCCC1,4%[57.1 µM],i,u,1%,-11%,-8%,-5%,9%,30%
COc1ccc(-c2c(C)oc3ccc(C)cc23)cc1,11%[57.1 µM],-9%,4%,0%,0%,170%[activator],-12%,7%,19%
O=C(CCN1CCN(Cc2ccccc2)CC1)NNC(=O)c1cc2ccccc2o1,27%,i,2%,16%,371%[activator],-3%,9%,-13%,57%[activator]
CCCCCCC(=O)Nc1nc(C)c(-c2csc(Nc3cc(Cl)ccc3C)n2)s1,24%,-4%,16%,0%,u,u,14%,-26%,-25%
O=C(NNc1nc(-c2ccccc2)c2cc(Br)ccc2n1)c1ccc(S(=O)(=O)N2CCCCC2)cc1,10%,-8%,0%,4%,-20%,-28%,6%,-28%,20%
C=CCn1c(=O)c(C(=O)NC(C)c2ccccc2)c(O)c2ccccc21 (centres undefined),37%[activator],-10%,-3%,0%,0%,60%[activator],-10%,11%,108%[activator]
CC(C)CCN1C(=O)c2ccc(C(=O)OCn3nnc4ccccc4c3=O)cc2C1=O,8%,0%,6%,-13%,-24%,-15%,4%,-4%,9%
CCc1c2c(nc3ccc4c(c13)OCCO4)-c1nc3ccccc3c(=O)n1C2,13%,x,-4%,x,x,-13%,x,33%[activator],10%
O=S(=O)(c1ccc(Cl)cc1)N1CCC(N2CCCCCC2)CC1,-12%,3%,-18%,12%,u,2.5µM*,-10%,12%,u
Cc1ccc2c(C)cc(=S)[nH]c2c1,2%,4%,6%,-2%,u,0%,-6%,-39%,33%
CC(=O)Nc1ccc(CNC(=O)C[N+]2(C)CCOCC2)cc1,16%[57.1 µM],8%,-8%,-7%,3%,26%,9%,0%,26%
COc1ccc(N2CCN(C(=O)CSc3nnc4c(C)cc5cc(C)ccc5n34)CC2)cc1,5%,0%,1%,17%,-22%,-19%,-2%,54%[activator],-28%
CC(C)(Oc1ccc(Cl)cc1)C(=O)NNC(=O)c1ccc(Br)o1,-17%,-5%,-8%,15%,-6%,-6%,-4%,-2%,47%[activator]
Cc1ccc(Oc2nc(CN3CCOCC3)nc3sc4c(c23)CCC(C)C4)cc1C (centres undefined),-10%,-3%,-6%,7%,-13%,u,-6%,17%,u
CN1C(=O)NC(c2cccc([N+](=O)[O-])c2)C2=C1CC(C)(C)CC2=O (centres undefined),10%,0%,-8%,1%,99%[activator],7%,-5%,-6%,44%[activator]
COc1cc2nc(SCc3ccc(F)cc3)n(Cc3cccs3)c(=N)c2cc1OC,-14%,4%,12%,1%,2%,-31%,1%,-14%,29%
COc1ccc(C(=O)Nc2ccccc2N2CCCC2)cc1,-2%,6%,3%,18%,-82%,-23%,4%,15%,20%
CCOC(=O)C1CCN(S(=O)(=O)c2c(C)[nH]c(=O)[nH]c2=O)CC1,5%[57.1 µM],2%,2%,8%,0%,15%,0%,-20%,57%[activator]
Brc1c(CSc2nncn2-c2ccccc2)nc2sccn12,9%,-6%,0%,3%,-3%,-15%,1%,11%,13%
CCOC(=O)NCc1ccc(CNC(=O)OCC)cc1,-1%,-2%,-3%,16%,-25%,-21%,2%,17%,38%
COc1ccc(Cn2c(N)c(C#N)c3nc4ccccc4nc32)cc1OC,-5%,-1%,49%[activator],10%,-18%,4%,-3%,-7%,49%[activator]
Cc1cccc(OCCOC(=O)C2CCN(S(=O)(=O)c3cccs3)CC2)c1,6%,5%,1%,14%,0%,9%,-3%,24%,40%[activator]
O=c1[nH]cc(S(=O)(=O)c2ccccc2)[nH]1,17%[57.1 µM],7%,4%,1%,25%,-14%[11.4 µM],-7%,u,u
CCCc1ccc(C(=O)NNc2ccc(F)cc2)cc1,-11%,-1%,-1%,14%,18µM*,-26%,-4%,-29%,33%
COc1ccc(C(=O)Nc2ccc(NC(=O)c3cccs3)c(OC)c2)cc1Cl,1%[57.1 µM],-2%,-7%,-16%,0%,-10%,-4%,-11%,28%
CCOc1ccc2[nH]c3c(NCCC(C)C)ncnc3c2c1,22%,0%,-2%,8%,90%[activator],-1%,5%,-4%,21%
Cc1ccn2c(-c3n[nH]c(=S)n3Cc3ccccc3)c(C)nc2c1,u,-1%,0%,12%,8.9µM*,3.5µM*,-4%,-17%,u
CCc1nc2ccc(C(=O)Nc3cccc(C(C)=O)c3)cc2nc1CC,6%,1%,29%,-2%,0%,-10%,3%,-18%,31%
CC(=O)Nc1ccc(NC(=O)COC(=O)c2c(-c3ccccc3)noc2C)cc1,36%,0%,-1%,-7%,18%,-7%,6%,1%,37%[activator]
COC(=O)/C(=C(/F)Sc1cc(C)c(O)c(C)c1)C(F)(F)F,15%,0%,5%,19%,x,-34%,-2%,28%,23%
COc1ccccc1NC(=O)c1cc(S(=O)(=O)N2CCc3ccccc32)ccc1F,-18%,-6%,30%&-5%,-16%&6%,-3%&0%,-10%&-16%,-7%&-4%,-11%&8%,40%&23%[activator]
O=C(/C=C/c1c(F)cccc1Cl)Nc1cccnc1,10%,9%,0%,1%,0%,-4%,6%,-8%,33%
CC(C)Cc1nnc(NC(=O)CCC(=O)Nc2ccccc2F)s1,18%,-8%,4%,-3%,-53%,-1%,15%,9%,35%
CN1CCN(C2OC(=O)c3ccccc32)CC1 (centres undefined),1%[57.1 µM],3%,-19%,-6%,0%,-2%,2%,19%,17%
NC(=O)c1ncn([C@@H]2O[C@H](CNCc3cc(Br)ccc3OCc3ccccc3)[C@@H](O)[C@H]2O)n1,0%,-2%,3%,11%,8%,-18%,3%,10%,15%
O=C(CSc1ccc2nnc(-c3ccc(Cl)cc3)n2n1)N1CCCC1,19%,i,1%,-8%,3%[57.4 µM],-23%,9%,6%,37%
COc1ccc(N2CCN(CCCn3c(=S)[nH]c4ccccc4c3=O)CC2)cc1,3%,-5%,-5%,29%,0%,u,8%,-32%,27%
COc1ccc(OC)c(-c2cc(-c3cccnc3)nc(N)c2C#N)c1,-4%[57.1 µM],-6%,2%,-1%,32%[activator],-13%,1%,-29%,4%
COc1ccc(OC)c(N(CC(=O)Nc2ccc3c(c2)OCCO3)S(C)(=O)=O)c1,-2%,i,-7%,1%,147%[activator],-5%,-12%,-23%,29%

# From PubChem BioAssay
